Screens: PubChem BioAssay, several laboratories
Ins promoter up = insulin promoter activators in MIN6 cells, imaging, high-content screening, mouse beta cells; z-score at 5 µM; MIN6 insulin promoter-GFP reporter; hits give high values; 0.3% of 190,000 active;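 active means z-score above 3 at 5 µM with at least 500 cells counted in the well; inconclusive means wells under 500 cells, flagged as cytotoxic or low count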
bCat nuc transl = modulators of beta-catenin nuclear translocation, primary screen, imaging, HeLa cells, immunofluorescence, high-content | nuclear translocation activity, % at 5 µM | 0.3% of 190,000 active | AID 1665, 2009;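 active means nuclear translocation activity above 50% at 5 µM, with a well cell count of 50 or more; inconclusive means wells under 50 cells across six images, flagged as toxic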;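 further: per-cell ratio of nuclear to cytoplasmic median beta-catenin stain intensity; plate controls were DMSO negative control for no effect and GSK-3 inhibitor IX positive control for full effect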
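Signal – beta-catenin immunofluorescence imaging with DAPI · Test system – human HeLa cell line · Dosing – 5 µM primary single dose, 0.1% DMSO, 0.02–20 µM confirmation series · Measure – % activation, nuclear-to-cytoplasmic median beta-catenin signal ratio per cell · Incubation – 24 h compound exposure at 37°C, 5% CO2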
Yfh1-off respiration = enhancers of respiration in Yfh1-depleted yeast, dose response, Friedreich's ataxia, plus single-dose screen (AID 1465). S. cerevisiae Yfh1-off respiration, WST-1 reduction, 72 h; higher fold induction means a stronger effect. one-dose fold induction at 50 µM; EC50 in µM for titrated hits. 0.074% of 220,000 active;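 active means fold induction of absorbance versus untreated yeast above a set limit, then at least 30% activation at any dose in follow-up; inconclusive means repeats straddling the limit, or above it without dose testing; inactive means fold induction below the set limit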;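 further: activators that raise dye reduction in frataxin-depleted yeast; strong numbers were not always called active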
Autophagy HCS = autophagy modulators in MEF cells, primary screen, imaging, high-content, MEF GFP-LC3. calls only at 10 µM (by protocol). 0.98% of 190,000 active. AID 463193, 2010. MEF GFP-LC3 puncta imaging; test concentration mostly 10 µM;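 active means percentage of spot-positive cells more than 3 SD above its plate mean, without a fluorescence outlier flag or 80% toxicity; inconclusive means no clear call, values can overlap the other calls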;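 further: spot-positive cell cutoff set from DMSO-treated cells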
Hep lipid drop = inhibitors of hepatocyte lipid droplet formation, primary screen, imaging, high-throughput imaging, BODIPY stain; AID 1656, 2009; inhibition, % at 6.5 µM; 0.4% of 240,000 active; AML12 mouse hepatocytes, oleate lipid droplets;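 active means lipid droplet intensity inhibited by at least 50%, with more than 500 cells counted; inconclusive means wells with under 300 cells, treated as cytotoxic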
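Technique: fluorescence imaging, 20x objective, two fields per well / Assay system: AML12 hepatocytes (mouse) / Measure: % inhibition of lipid droplet signal / Doses: 6.5 µM single-point dosing / Incubation: overnight exposure / Reagent: 100 µM oleic acid challenge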
WT yeast gro inh = growth inhibition of WT strain, primary screen, mitochondrial fusion inhibitor project, WT and mutant strains, chemical genetic; mitochondrial fusion phenotypic screen; inhibition, % at 10 µM; 2.1% of 190,000 active; AID 1362, 2008; in the data active means inhibition above about 58%; tested in S. cerevisiae
HEK293 NOD2/NF-kB = NOD2 signaling inhibitors, cell-based, luminescence, uHTS, HEK293 (AID 1566); 0.63% of 290,000 active; HEK293 NOD2/NF-kB luciferase reporter, luminescence; higher % means a stronger effect; inhibition, % at 4 µM, or EC50 in µM where a hit was titrated; in the data active means inhibition above about 50%; further: many of its hits are not listed in these tables
Dynein transport = inhibitors of GR-EGFP nuclear translocation, primary screen, dynein cargo transport inhibitor project, imaging, high-content, 3617.4 mouse cells. test concentration mostly 20 µM; stimulated with dexamethasone, 1 µM; hits give low values. z-score, hits read low. 0.47% of 220,000 active;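 active means plate z-score of nuclear minus cytoplasmic receptor signal below a set negative limit, without overly bright fluorescence or cell loss, cut at about -3.5 in these data, passing the limit was not always enough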;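 further: z-score of nuclear minus cytoplasmic ring GR-EGFP intensity difference per well; some compounds called inactive have numbers as strong as hits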
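Also added – dexamethasone, 1.0 µM final · Buffer or medium – tet-free, stripped-serum medium · Schedule – induction 48 h, compound 1 h, agonist 30 min · Detection – formaldehyde fixation, Hoechst nuclear stain, 10x automated fluorescence imaging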
MT stabilizer = microtubule stabilizers in HeLa cells, primary screen, imaging, high-content imaging; HeLa tubulin immunostaining HCS, 24 h; share of cells brighter than vehicle mean+2SD; % tubulin-high responders, % at 10 µM; 0.83% of 200,000 active; AID 2205, 2009;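 active means plate Z-score above 3 for both tubulin-high and condensed-nucleus cell shares, with cell loss under 80%, at 10 µM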;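 further: anti alpha tubulin signal scored within the nucleus-defined area of each cell; some results filed as inactive read as strong as hits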
WT yeast gro inh mutant strain = recorded beside WT yeast gro inh, whose call it bears; inhibition, %; mitochondrial fusion phenotypic screen, mutant strain inhibition
Dynein transport cytoplasmic EGFP = also measured in Dynein transport; calls as there; z-score; measured here: cytoplasmic GR-EGFP intensity; hits give high values
Dynein transport nuclear GR-EGFP = further read-out of Dynein transport, marked with its call; z-score; measured here: nuclear GR-EGFP intensity;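 lower value marks the stronger effect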
Dynein transport cell count = second read-out of Dynein transport, no call of its own (marks repeat the call); z-score; measured here: cell count per field
Ins promoter up cell count = also measured in Ins promoter up; calls as there; cell count; measured here: cytotoxicity, nuclei count;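 total cells summed across four imaged fields per well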
Hep lipid drop cells 6.5 µM = also measured in Hep lipid drop; calls as there; cell count; measured here: cell count, cytotoxicity flag;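 cells counted across two imaged fields per well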
bCat nuc transl cell count 5 µM = recorded beside bCat nuc transl, whose call it bears; cell count; measured here: cell count, cytotoxicity flag
MT stabilizer Hoechst-high % = second read-out of MT stabilizer, no call of its own (marks repeat the call); % Hoechst-high responders; measured here: nuclear condensation Hoechst responders;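 share of cells brighter than vehicle mean plus two SD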
MT stabilizer cytotoxicity % = recorded beside MT stabilizer, whose call it bears; toxicity, %; measured here: cytotoxicity by cell density;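 0% = mean cell density of plate MIN control wells and 100% = no cells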
Autophagy HCS cell loss 18 h = second read-out of Autophagy HCS, no call of its own (marks repeat the call); toxicity, %; measured here: cell loss, nuclei count;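 cell loss after 18 h compound exposure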
The depositor's hits bear a star; i = inactive; u = inconclusive; x = no result given. A portion of the library; the hit share may differ from the screen's.

SMILES	Ins promoter up	Ins promoter up cell count	bCat nuc transl	bCat nuc transl cell count 5 µM	Yfh1-off respiration	Autophagy HCS	Autophagy HCS cell loss 18 h	Hep lipid drop	Hep lipid drop cells 6.5 µM	WT yeast gro inh	WT yeast gro inh mutant strain	HEK293 NOD2/NF-kB	Dynein transport	Dynein transport cytoplasmic EGFP	Dynein transport nuclear GR-EGFP	Dynein transport cell count	MT stabilizer	MT stabilizer Hoechst-high %	MT stabilizer cytotoxicity %
CC(C)OC(=O)c1c(NC(=O)c2cnn3c2NC(c2ccccc2)CC3C(F)F)sc2c1CCCC2 (stereo not drawn)	-2.4	673	-4.1	1101	x	i	13	2	698	6	2	12%	0.12	-0.093	-0.069	-0.95	2.6	1.0	2.9
Cc1ccc(C)c(N(CC(=O)NC2CCCC2)C(=O)c2cc3cc4cc(C)ccc4nc3s2)c1	-2.3	819	-0.3	821	i	i	54	x	x	16	-26	-12%	-0.2	-0.26	-0.5	0.5	11	4.1	8.8
Cc1cccc(N(C(=O)CCC(=O)Nc2cc(C)on2)C(C(=O)NC2CCCC2)c2ccncc2)c1 (stereo not drawn)	-0.08	1314	-4.3	1174	i	i	-9	9	791	-11	-11	10%	0.22	-0.21	0.53	0.046	1.9	3.1	13
c1cncc(C2Nc3ccccc3-c3nc4ccccc4n32)c1 (stereo not drawn)	-1.4	1004	-3.2	1229	i	i	10	2	775	18	-4	-10%	0.6	-0.04	0.66	-0.86	1.4	1.0	7.6
CCOC(=O)c1c(-c2ccc(C)cc2)csc1NC(=O)CCSc1nnc2ccccn12	-0.84	1392	-2.1	1144	i	i	-8	-53	620	3	-18	54%*	-0.42	0.19	-0.44	0.16	3.4	4.3	1.5
COc1ccc(P(=O)(COc2ccc([N+](=O)[O-])cc2)c2ccc(OC)cc2)cc1	-0.12	1327	-1.9	453	i	i	9	-27	657	-7	10	2%	0.18	-0.22	0.25	-0.55	2.2	2.6	11
Cc1ccc(S(=O)(=O)NCC(=O)N(CC(=O)NC2CCCCC2)Cc2ccco2)cc1	0.04	1240	x	x	i	i	2	-5	718	-14	-8	9%	-0.067	-0.23	0.29	-0.054	3.0	1.8	5.6
O=C(C1CCN(S(=O)(=O)c2ccccc2F)CC1)N1CCc2ccccc2C1	0.29	1572	-0.6	1001	i	i	5	1	642	-3	-5	-14%	-0.76	-0.37	-0.34	0.38	5.1	1.5	1.8
Cc1c(C(=O)NCc2cccnc2)oc2ccc(S(=O)(=O)N3CC(C)CC(C)C3)cc12 (stereo not drawn)	0.54	1883	-0.3	1018	x	i	-4	-1	661	6	-6	20%	-0.2	-0.19	0.0047	0.42	1.3	2.1	5.1
CC(CCc1ccco1)NC(=O)Nc1cccc(F)c1 (stereo not drawn)	x	x	-1.7	947	i	i	-3	x	x	7	-5	-4%	-0.046	-0.21	0.23	-0.2	6.7	4.0	6.3
CC(NC(=O)C1CC=CCC1C(=O)O)C1CC2CCC1C2 (stereo not drawn)	-0.26	1109	x	x	i	i	-5	6	757	4	13	6%	1.8	0.18	1.6	-1.4	3.4	0.5	40
O=C(/C=C/c1ccco1)NC(=S)Nc1ccccc1O	-0.41	1177	1.8	1047	i	i	14	2	656	10	3	-16%	-0.22	-0.28	-0.64	0.92	2.9	1.5	6.3
CC(=O)OCC1O[C@@H](O[C@@H]2C[C@H]3C(C)(C)[C@H](OC(C)=O)CC[C@]3(C)[C@H]3CC[C@]45C[C@]4(CC[C@H]5[C@@H](C)C[C@@H](O)[C@H](O)C(C)(C)O)[C@@]32C)[C@H](O)[C@@H](O)[C@@H]1O (stereo partly drawn)	-2.4	804	x	x	i	i	8	3	745	9	-6	16%	-0.58	4.7	0.65	-3.8	9.9	4.6	7.2
CN1CCN(CCCNC(=O)Cn2ncc3c4ccccc4n(C)c3c2=O)CC1	0.23	1303	-3.4	1298	i	x	x	4	706	8	5	8%	-0.2	-0.16	0.00097	-0.031	8.5	1.3	8.4
CC1(C(=O)O)C=CCN1C(=O)c1ccccc1 (stereo not drawn)	-0.41	1286	-2.2	588	i	i	0	2	731	-13	-2	5%	-1.1	-0.29	-0.1	0.88	5.8	2.5	5.4
O=C(N/N=C/c1cc(Br)ccc1O)c1cccc(N2CCCC2=O)c1	u	x	-0.8	427	i	i	39	15	703	17	-4	5%	0.29	1.4	0.32	-0.74	2.5	1.7	0.2
CCOC(=O)C(C)Sc1nnc(Cn2c(=O)sc3ccccc32)n1-c1ccccc1 (stereo not drawn)	0.27	924	1.2	1144	x	i	17	x	x	1	1	8%	-0.8	-0.093	-0.43	0.18	3.7	1.8	7.6
CCCCN1C(=O)C(CC(=O)NCC)SC1=Nc1ccccc1 (stereo not drawn)	x	x	0.2	1141	i	i	10	11	706	-6	-3	-2%	1.6	-0.14	0.5	-1.4	5.8	3.0	7.2
CCCCOC(=O)CN1C(=O)c2ccc(C(=O)OCCCC)cc2C1=O	0.02	1823	-1.0	1071	i	i	-8	-2	686	3	1	-4%	0.24	-0.13	0.51	1.3	2.8	0.8	19
CCn1cc(S(=O)(=O)CC(=O)Nc2ccc(OC)cc2)c2ccccc21	-0.33	1131	3.1	970	i	i	-14	3	698	13	-3	11%	-1.5	-0.15	-0.32	0.73	2.7	3.7	8.4
CS(=O)(=O)c1ccccc1-c1nc(-c2ccc([N+](=O)[O-])cc2)no1	0.37	1368	-1.2	1117	i	i	1	-3	688	-8	-8	-11%	-0.94	-0.35	-0.21	0.63	3.8	2.9	10
C=C(C)C(=O)Nc1cccc(C2=NOC3(C2)C[C@@H](C(N)=O)N(C(=O)c2cc([N+](=O)[O-])cc([N+](=O)[O-])c2C)C3)c1 (stereo partly drawn)	-0.63	736	2.7	1068	i	x	x	-45	711	x	x	22%	0.88	-0.69	0.75	-1.1	x	x	x
CN1CCN(C(=O)c2cn(-c3ccccc3)nc2-c2cccs2)CC1	-0.35	1344	0.5	1075	i	i	-1	4	668	-14	-4	-16%	0.39	-0.32	0.67	0.09	7.0	3.2	5.9
O=c1c2ccccc2ncn1Cc1cccc2ccccc12	0.23	1423	0.4	1435	i	i	19	12	725	1	4	-7%	0.84	-0.24	0.68	-0.42	2.8	2.7	3.9
Nc1cc(C(=O)c2ccccc2)ccc1N1CCOCC1	-0.26	1079	-1.4	1196	i	i	26	-2	745	-18	-14	-15%	-0.92	-0.17	-0.42	0.89	2.2	1.5	3.9
N#Cc1ccc(C23CC4(C2)[C@H](CN(CC2CCCCC2)[C@@H]4c2ccccc2)C3c2ccccc2)cc1 (stereo partly drawn)	-1.2	921	1.3	1317	i	x	x	26	696	x	x	3%	0.025	-0.76	-0.042	0.009	x	x	x
CC1=CC(c2ccccc2)n2nc(NS(=O)(=O)c3ccc(C)cc3)nc2N1 (stereo not drawn)	2.3	1269	-1.3	1495	i	i	0	x	x	20	-4	9%	-0.29	-0.18	-0.027	0.36	2.3	1.0	5.4
O=C(CSc1nnc2c(Cl)cc(Cl)cn12)N1CCOCC1	-1.8	700	1.1	1195	i	i	-8	-3	765	-9	7	17%	-0.42	-0.18	0.18	-0.089	1.4	0.7	3.2
CO/N=C/C(=N\Nc1ccc(OC)cc1)C(=O)c1ccc(OC)cc1	-0.6	989	x	x	i	i	13	-2	743	-5	-5	-1%	-0.5	0.049	0.062	0.44	53*	16*	54*
O=C(NNC(=O)C1CCN(c2ncccn2)CC1)c1ccncc1	0.38	1460	-1.1	1069	i	i	-15	-2	658	-10	-18	13%	-0.39	-0.36	-0.034	1.1	2.7	1.4	10

Entries of single compounds from above. Order of screens: Ins promoter up	Ins promoter up cell count	bCat nuc transl	bCat nuc transl cell count 5 µM	Yfh1-off respiration	Autophagy HCS	Autophagy HCS cell loss 18 h	Hep lipid drop	Hep lipid drop cells 6.5 µM	WT yeast gro inh	WT yeast gro inh mutant strain	HEK293 NOD2/NF-kB	Dynein transport	Dynein transport cytoplasmic EGFP	Dynein transport nuclear GR-EGFP	Dynein transport cell count	MT stabilizer	MT stabilizer Hoechst-high %	MT stabilizer cytotoxicity %
Profile of O=c1c2ccccc2ncn1Cc1cccc2ccccc12 : 0.23	1423	0.4	1435	i	i	19	12	725	1	4	-7%	0.84	-0.24	0.68	-0.42	2.8	2.7	3.9
Profile of C=C(C)C(=O)Nc1cccc(C2=NOC3(C2)C[C@@H](C(N)=O)N(C(=O)c2cc([N+](=O)[O-])cc([N+](=O)[O-])c2C)C3)c1 (stereo partly drawn) : -0.63	736	2.7	1068	i	x	x	-45	711	x	x	22%	0.88	-0.69	0.75	-1.1	x	x	x
Profile of CCOC(=O)C(C)Sc1nnc(Cn2c(=O)sc3ccccc32)n1-c1ccccc1 (stereo not drawn) : 0.27	924	1.2	1144	x	i	17	x	x	1	1	8%	-0.8	-0.093	-0.43	0.18	3.7	1.8	7.6
